# Assay outcomes: PubChem, several laboratories
# NADH enzymes: inhibitors of PK/LDH coupling enzymes, profiling panel, artefact control, biochemical, MLSMR library | IC50, µM (doses to about 10 µM), for inactives: at the highest dose inhibition | coupled PK/LDH NADH assays, four targets | 65,000 compounds, 0.02% hits;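 active = single-dose screening hits from any of four coupled enzyme assays that gave an IC50 when retested across doses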;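 note: the DPM-DC format reads NADH fluorescence rather than 340 nm absorbance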
# SF1 activator: activators of human SF-1, primary screen, cell-based, CHO-K1, Gal4-SF-1 LBD, luciferase luminescence. Steroidogenic factor 1 (Homo sapiens), Q13285. CHO-K1 Gal4-SF-1 LBD luciferase reporter; % increase over DMSO SF-1-specific signal. activation, % at 10 µM. 65,000 compounds, 1.9% hits. AID 522, 2006;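 active = activation above the mean activation of all tested compounds plus 3 SD, cut at about 50% in these data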
# Target sequence (Q13285 whole entry, looked up, the tested form may be a part): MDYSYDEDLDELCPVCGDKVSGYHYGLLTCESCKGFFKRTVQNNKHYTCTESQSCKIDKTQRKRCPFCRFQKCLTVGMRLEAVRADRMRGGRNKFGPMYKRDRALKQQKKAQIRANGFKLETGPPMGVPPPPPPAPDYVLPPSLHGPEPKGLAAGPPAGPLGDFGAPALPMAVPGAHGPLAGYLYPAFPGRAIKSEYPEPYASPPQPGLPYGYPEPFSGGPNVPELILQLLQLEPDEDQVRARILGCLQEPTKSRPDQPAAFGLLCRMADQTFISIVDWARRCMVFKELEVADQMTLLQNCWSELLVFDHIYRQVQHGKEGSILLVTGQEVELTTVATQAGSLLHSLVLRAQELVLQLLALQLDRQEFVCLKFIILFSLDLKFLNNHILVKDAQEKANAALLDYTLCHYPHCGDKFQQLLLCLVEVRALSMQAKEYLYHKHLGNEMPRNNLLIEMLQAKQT
#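 Assay system: CHO-K1 cells co-transfected with Gal4 DBD–human SF-1 LBD, 5xGal4 luciferase reporter; doses: 10 µM only; incubation: 20 h compound exposure at 37 °C after 1 h cell settling; signal: luciferase light emission; evaluation: percent activation versus DMSO; repeats: one test per compound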
# M1 antagonist: antagonists of rat M1 muscarinic receptor | AID 628, 2007 | Muscarinic acetylcholine receptor M1 (Rattus norvegicus), P08482 | 64,000 compounds, 3.4% hits | CHO-M1 cells, Fluo-4 calcium, ACh EC80 antagonist mode; hits give low values | B-score at 10 µM;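 active = calcium fluorescence response, raw or row-and-column corrected B-score, differing from the plate sample mean either way at a set confidence level, mostly lower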
# TNAP act DEA: human TNAP enzyme activators, primary screen, biochemical, luminescent, intermediate phosphate acceptor level; purified TNAP, CDP-star luminescence, 100 mM DEA, 30 min; hits give high values; scale: 0 levamisole-inhibited, 1 vehicle-only enzyme; activation factor at 20 µM; 64,000 tested, under 10 active;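 active = activation factor of at least 2 at 20 µM, relative to controls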
# Jurkat viability: cytotoxicity toward Jurkat T cells, primary screen, cytotoxicity control, cell-based, Jurkat E6.1, 60K MLSMR library; 56,000 compounds, 1.2% hits; AID 463, 2006; inhibition, % at 4 µM; Jurkat E6.1 viability, ATP luminescence, 48 h;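 active = inhibition above the mean inhibition of all tested compounds plus 3 SD, cut at about 28% in these data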
# M1 agonist: M1 muscarinic receptor agonists, primary screen, CHO-M1 cells, Fluo-4 calcium, agonist mode. 64,000 compounds, 3% hits. B-score at 10 µM. Muscarinic acetylcholine receptor M1. Fluo-4 calcium fluorescence; hits give high values;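 active = fluorescence rise, raw or as B-score row- and column-corrected plate score, outside the 99.7% band of its plate's samples, either direction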
# HEK293 NFkB inh: inhibitors of PMA/ionomycin-induced NF-kB reporter, primary screen, antigen receptor NF-kB inhibitor project, cell-based, HEK-293 luciferase reporter, luminescence; HEK-293 NF-kB luciferase reporter; 62,000 compounds, 0.21% hits; inhibition, % at 3 µM; AID 465, 2006;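 active = inhibition above the mean of all tested compounds plus 3 SD, cut at about 40% in these data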;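 note: 0% = stimulated DMSO wells and 100% = 10 µM reference inhibitor 5653914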
#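 Reagent: PMA plus ionomycin mix as NF-kB-activating stimulus. Assay system: NF-kB luciferase reporter HEK-293 cells. Technique: luminescence from luciferase substrate reagent. Incubation: 1 h compound pre-incubation, 16 h PMA/ionomycin at 37 °C. Benchmarks: DMSO only as uninhibited control, 10 µM reference inhibitor as full inhibition. Repeats: tested once.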
# Ecoli tolC: growth inhibitors of E. coli tolC mutant, primary screen, strain BW25113 ΔtolC::kan, 384-well | OD615 | growth inhibition, % at 10 µM (by protocol) | 65,000 compounds, 2.2% hits | AID 573, 2007;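 active = growth inhibition at or above a cutoff equal to the mean over every tested compound plus 3 SD, cut at about 60% in these data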;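 note: growth measured after 20 h incubation at 37 °C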
#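 Signal: optical density read at 615 nm; Assay system: E. coli ΔtolC::kan strain BW25113; Times: 20 h incubation with compound, 37 °C; Dosing: 10 µM final, single dose.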
# D1 mod: D1 CRE-luciferase signal change, two-sided – cell-based, HEK293 D1, dopamine EC30, D1 allosteric modulator project, primary screen; D(1A) dopamine receptor (Homo sapiens), P21728; dopamine EC30 potentiation; actives deviate in either direction; B-score at 10 µM; 58,000 compounds, 5.9% hits; AID 641, 2007;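 active = luminescence count or its row- and column-corrected plate score outside the 99.7% band of the plate's sample wells, on either side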
# Target sequence (P21728 whole entry, looked up): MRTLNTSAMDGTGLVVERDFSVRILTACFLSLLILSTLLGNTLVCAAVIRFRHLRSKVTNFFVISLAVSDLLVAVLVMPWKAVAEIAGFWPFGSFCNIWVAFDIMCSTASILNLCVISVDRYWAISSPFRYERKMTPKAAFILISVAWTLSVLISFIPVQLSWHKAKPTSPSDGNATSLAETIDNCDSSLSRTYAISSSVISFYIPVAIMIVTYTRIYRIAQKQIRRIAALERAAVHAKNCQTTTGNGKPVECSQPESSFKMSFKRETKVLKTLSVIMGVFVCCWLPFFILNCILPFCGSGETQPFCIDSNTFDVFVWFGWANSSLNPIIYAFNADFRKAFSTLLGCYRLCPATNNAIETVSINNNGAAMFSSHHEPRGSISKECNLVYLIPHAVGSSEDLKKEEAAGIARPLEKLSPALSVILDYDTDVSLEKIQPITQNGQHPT
# The depositor's hits bear a star; / = no result given; [ ] = dose if it differs, or a comment.
# Value order – TNAP act DEA	SF1 activator	D1 mod	Ecoli tolC	Jurkat viability	HEK293 NFkB inh	M1 agonist	NADH enzymes	M1 antagonist
1	Cc1cc(N2CCCC2)n2nc(C)nc2n1
  1	-6	/	-17	1	6	0.22	4%	0.029
2	CCOC(=O)C1CCCN(C2CC(=O)N(c3cccc(C(F)(F)F)c3)C2=O)C1 (configuration not stated)
  0.9	-8	/	-13	5	11	9*	8%	-3.3*
3	Nc1nc(SCC(=O)NCC2CCCO2)n[nH]1 (configuration not stated)
  0.9	-6	-0.16	-10	-9	-19	/	7%	/
4	CC1CCCC(C)N1S(=O)(=O)c1ccc(NC(=O)c2ccccc2C(=O)N2CCOCC2)cc1 (configuration not stated)
  0.9	8	1.6	29	-8	8	0.035	2%	-0.46
5	CCCn1c(=O)[nH]c(=O)c2c1nc(-c1ccccc1OC(F)F)n2CCOC
  0.9	6	1.3	-5	11	-1	0.43	6%	0.0059
6	Cc1ccc(C)c(C(=O)CN2C(=O)CCC2=O)c1
  0.9	-3	-0.49	-1	-1	14	0.91	2%	-0.34
7	O=C(c1ccncc1)N1CCN(C(=O)c2cccc3ccccc23)CC1
  1	-7	-0.0045	2	-10	-1	-0.038	7%	0.012
8	Cn1nc(CC(=O)Nc2ccc3c(c2)CCC3)c2ccccc2c1=O
  0.9	-19	-1.3	0	24	36	11*	4%	-2
9	COCCCNS(=O)(=O)c1ccc2c3c(cccc13)C(=O)S2
  1	-1	0.34	-3	/	13	0.65	7%	-0.38
10	O=C1CSC(c2ccccn2)N1c1cccc(Cl)c1 (configuration not stated)
  0.9	1	-0.46	-5	-5	2	-0.72	10%	0.0051
11	CCS(=O)(=O)N1CCCC(C(=O)NC2CCCC2)C1 (configuration not stated)
  1	5	-0.5	-8	8	9	0.42	3%	-0.37
12	COc1ccc(CN2CC(C(=O)NCc3ccccn3)CC2=O)cc1 (configuration not stated)
  0.9	1	-0.47	-16	-7	-6	-0.22	6%	-0.26
13	COc1ccccc1Nc1nnc(SCC(=O)N2CCCC2)s1
  0.9	31	-0.061	-13	-4	3	0.53	0%	-0.19
14	CCOc1cccc(NC(=O)C2CC(=O)N(C)C(=Nc3ccccc3)S2)c1 (configuration not stated)
  0.9	-17	0.05	57	3	22	1.4	6%	-0.99
15	O=P(Cc1nnco1)(c1ccccc1)c1ccccc1
  0.9	-1	/	-3	/	/	-1.5	1%	0.41
16	CC1(C)CC(=O)c2sc(NS(C)(=O)=O)nc2C1
  0.8	-8	-0.29	-7	0	25	0.12	4%	0.016
17	CCOC(=O)c1c(-c2ccc(C)o2)csc1NC(=O)CSc1nnc(C)s1
  0.8	-2	1.3	53	6	6	0.41	1%	-0.12
18	CCOC(=O)c1cnc2ccc(C(=O)OC)cc2c1NCCN1CCOCC1
  1	-9	2	4	-1	2	-1	6%	0.25
19	Cc1oc(-c2cccs2)[n+]([O-])c1C
  1	7	-0.14	-12	-8	14	-0.1	5%	0.7
20	COc1ccccc1Nc1nc(C)cc(=O)[nH]1
  1	10	-0.74	4	4	2	-0.49	1%	-0.39
21	CCN(CC)C(=O)N1CCN(C(=O)c2ccc(C)cn2)CC1
  1	-7	-0.082	-29	-6	4	-0.18	5%	-0.28
22	Cc1nnc2sc(-c3ccc(NC(=O)c4ccc(-c5ccc(Cl)cc5Cl)o4)cc3)nn12
  0.9	10	/	-2	-1	20	0.53	6%[fluoresces]	-0.13
23	CCN(CC)S(=O)(=O)c1ccc(NC(=O)Cn2c(=O)sc3ccccc32)cc1
  /	12	-0.15	47	-2	13	-2.4	3%	0.055
24	CNC(=O)N(C1=NCC(C)S1)c1ccc(F)cc1F (configuration not stated)
  0.9	1	5.3*	1	2	24	0.58	5%	0.091
25	COc1cccc(C(C(=O)NC2CCCC2)N(C(=O)c2ccco2)C2CC2)c1OC (configuration not stated)
  1	10	-0.26	-4	4	18	-0.6	8%	0.5
26	COc1cc(C2CC(=O)N3CN(Cc4ccco4)CSC3=C2C#N)ccc1OCc1ccccc1 (configuration not stated)
  0.9	2	-0.0035	8	0	4	-0.35	3%	0.0054
27	COC(=O)COc1cccc(NC(=O)COc2ccccc2)c1
  0.9	-6	-1.2	1	-6	0	0.69	4%	0.0014
28	O=C(O)CCCn1c(=O)[nH]c2ccccc2c1=O
  1	-13	0.08	-10	-4	1	0.22	4%	0.39
29	COc1ccc(C2CC(c3ccc(F)cc3)Nc3nc(N)nn32)cc1OC (configuration not stated)
  0.9	2	/	-7	-1	20	0.57	1%	0.0069
30	O=C1CC2CS(=O)(=O)CC2N1C1CCCCC1 (configuration not stated)
  1	9	-0.15	-8	1	14	0.55	0%	1.1
31	COc1ccc(CN2C(=O)CN(C3CCCCCC3)C(=O)C2c2ccc(OC)c(OC)c2)cc1 (configuration not stated)
  0.9	1	0.98	-6	/	10	0.63	5%	1.3
32	O=C(c1ccco1)N1CCN(C(=O)c2cc(-c3ccncc3)nc3ccc(Br)cc23)CC1
  1	23	-2.7	13	1	24	-0.082	4%	-1
33	CCOc1ccc2[nH]c(=O)c(CN(CC3COCCO3)C(=O)C3CC3)cc2c1 (configuration not stated)
  1	9	0.65	-2	/	16	-1.6	12%[fluoresces]	-0.47
34	CCOc1cc2c3c(c1)C1(OCCO1)C(=O)N3C(C)(C)CC2C (configuration not stated)
  0.9	4	0.9	21	1	9	/	3%	/
35	CCCCOc1ccc(-c2nnc(N)s2)cc1
  0.8	41	0.86	13	/	/	-2.1	1%	-0.093
36	CCCCCSc1nc2c(c(=O)[nH]c(=O)n2C)n1CCc1ccccc1
  1	-19	/	8	1	14	0.34	0%	-0.095
37	COc1cc(C2C(C(C)=O)=C(O)C(=O)N2c2ccc(Br)cn2)ccc1O (configuration not stated)
  0.8	4	/	8	/	/	-1.3	7%	1
38	O=C(CCc1nc2ccccc2[nH]1)Nc1ccc2c(c1)OCCO2
  0.9	8	-0.1	3	3	4	0.048	6%	0.6
39	Cc1cccc(C)c1NC(=O)CSc1nnc(-c2ccco2)n1N
  1.1	31	-0.13	-24	12	8	-0.053	5%	-0.39
40	COc1ccc(OC)c(C2C(C(=O)Nc3cccnc3)=C(C)NC3=C2C(=O)CCC3)c1 (configuration not stated)
  0.9	23	-1.1	-14	-9	7	-0.0064	5%	0.24
41	COc1cccc(CNC(=O)Cn2cc3c(n2)CCCCC3)c1
  0.9	20	/	-1	-8	16	-0.21	4%	0.15
42	CCCCC(SCC(=O)Nc1ccccc1)C(=O)O (configuration not stated)
  0.9	-16	0.015	-4	5	2	0.2	3%	-0.59
43	CCOC(=O)C(C)Sc1nc2c(cnn2-c2ccc(C)cc2)c(=O)[nH]1 (configuration not stated)
  0.9	34	1	3	50*	18	2.2	2%	-1.2
44	CCc1nc(CNC(=O)c2cc(OC)c(OC)c(OC)c2)no1
  0.9	13	-0.021	-19	-6	7	0.23	9%	0.38
45	Cc1cc(OCC(O)CN2CCN(C)CC2)ccc1C(C)C (configuration not stated)
  1	11	-2.5	-8	7	17	0.4	9%	-0.045
46	COC(=O)C1C(=O)NC(SC)=C(C#N)C1c1ccccc1F (configuration not stated)
  0.9	-4	/	-10	-1	0	0.12	5%	0.004
47	O=C(Cn1nc(C(F)(F)F)c2c1CCCC2)NCCN1CCOCC1
  1	-22	-0.033	4	1	16	-0.13	2%	0.071
48	CC1CCN(Cc2nc3c(c(=O)n(C)c(=O)n3C)n2Cc2c(F)cccc2Cl)CC1
  /	1	0.56	8	-2	8	0.02	6%	0.38
49	NC1=NC(c2ccccc2Cl)n2c(nc3ccccc32)N1 (configuration not stated)
  1.2	-3	0.23	3	9	13	-0.29	6%	-0.61
50	O=C(COc1ccc(Cl)cc1)NC1CCSC1=O (configuration not stated)
  0.9	3	0.063	-6	-2	-6	-0.14	7%	-0.037
51	CCn1c(SCC(=O)c2cc(OC)ccc2OC)nc2c1c(=O)n(C)c(=O)n2C
  0.8	-16	4.9*	-9	-7	0	0.51	9%	0.63
52	Cc1ccc(NC(=O)CSc2nnc(-c3ccccc3C)o2)cc1C
  1.1	17	-0.91	17	-8	7	-0.008	3%	0.56
53	Cc1ccc(NC(=O)COC(=O)c2ccnn2C)cc1
  0.9	15	-0.86	6	0	7	-0.28	3%	0.031
54	C=CCn1c(SCC(=O)OCc2ccccc2)nc2c1c(=O)n(C)c(=O)n2C
  1	-2	-0.54	-1	3	19	/	3%	/
55	COc1ccc(N2C(=O)CC(NCc3cccs3)C2=O)cc1 (configuration not stated)
  1	-8	-0.85	-15	-6	-1	0.3	8%	0.74
56	CCCCc1nc(N2CCOCC2)c(C#N)c2c1COC(C)(C)C2
  0.9	-6	/	13	/	/	4.5*	6%[fluoresces]	0.066
57	COc1ccc(-c2nc(CS(=O)CC(=O)NCCC3=CCCCC3)c(C)o2)cc1 (configuration not stated)
  0.9	22	0.053	6	-1	-1	0.66	8%	0.03
58	CC1CCCC(C)N1C(=O)CSc1nnc(-c2cccs2)o1 (configuration not stated)
  1	34	0.82	13	-3	-34	1.2	1%	0.62
59	O=C(NCCN1C(=O)C2C3C=CC(C3)C2C1=O)Nc1cccnc1 (configuration not stated)
  0.9	-16	0.32	-5	5	17	0.68	3%	-0.36
60	CCS(=O)(=O)N1CCN(Cc2ccccc2OC)CC1
  0.9	-8	0.52	-20	0	10	0.49	9%	-0.019
61	COc1ccc(OC)c(S(=O)(=O)n2cccn2)c1
  0.9	2	/	-12	-1	17	0.55	6%	0.067
62	CCOC(=O)N1CCN(c2cc(=O)n(-c3ccc(OCC)cc3)c(=O)[nH]2)CC1
  0.9	-2	0.33	-9	-4	9	0.79	5%	0.52
63	S=C(c1ccc(N2CCOCC2)cc1)N1CCOCC1
  0.9	0	1	-16	0	17	-0.19	4%	0.43

# Whole records, looked up by structure.
# Record of Cc1cccc(C)c1NC(=O)CSc1nnc(-c2ccco2)n1N : TNAP act DEA = 1.1; SF1 activator = 31; D1 mod = -0.13; Ecoli tolC = -24; Jurkat viability = 12; HEK293 NFkB inh = 8; M1 agonist = -0.053; NADH enzymes = 5%; M1 antagonist = -0.39
# Record of O=C(COc1ccc(Cl)cc1)NC1CCSC1=O (configuration not stated) : TNAP act DEA = 0.9; SF1 activator = 3; D1 mod = 0.063; Ecoli tolC = -6; Jurkat viability = -2; HEK293 NFkB inh = -6; M1 agonist = -0.14; NADH enzymes = 7%; M1 antagonist = -0.037
# Record of O=C(NCCN1C(=O)C2C3C=CC(C3)C2C1=O)Nc1cccnc1 (configuration not stated) : TNAP act DEA = 0.9; SF1 activator = -16; D1 mod = 0.32; Ecoli tolC = -5; Jurkat viability = 5; HEK293 NFkB inh = 17; M1 agonist = 0.68; NADH enzymes = 3%; M1 antagonist = -0.36
